TRHR agonist = activates the human TRH receptor. P34981. TRHR cells, calcium flux fluo-8, FDSS agonist mode. activation, % at 2 µM. 0.18% of 360,000 active. AID 493084; in the data active = activation above about 30%; note: 0% is about no effect
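TRHR-expressing cells, plated overnight in medium with 10% serum, were loaded with fluo-8 calcium dye at room temperature. After a 10 s baseline, library compound was pin-added and calcium release was recorded kinetically (ex 480/em 530) as agonist response.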
TRHR enhancer = TRH receptor (human) allosteric enhancement; 0.66% of 360,000 active; P34981; enhancement, % at 2 µM; TRHR cells, fluo-8 calcium fluorescence, EC20 TRH enhancement; in the data active = enhancement above about 30%; note: 0% is about no effect
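TRHR-expressing cells loaded with fluo-8 calcium dye were read kinetically (ex 480/em 530) during compound addition, then stimulated with an EC20 of TRH (10 nM final). Enhancement of the Gq-mediated intracellular calcium response was scored.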
TrxR1 substrate = rat thioredoxin reductase 1 substrate activity. purified TrxR1 substrate turnover, NADPH consumption readout. AID 588456. 0.01% of 390,000 active. Potency, µM (titrated, usually from 114 µM), for inactives: at the highest dose activity change, negative = substrate turnover. O89049; note: potency is the fitted concentration of half-maximal effect; % is set by controls: 0 for no effect and ±100 for the full control effect; nearly all actives have a fitted effect of over 50% in size
Target sequence (O89049 whole entry, looked up): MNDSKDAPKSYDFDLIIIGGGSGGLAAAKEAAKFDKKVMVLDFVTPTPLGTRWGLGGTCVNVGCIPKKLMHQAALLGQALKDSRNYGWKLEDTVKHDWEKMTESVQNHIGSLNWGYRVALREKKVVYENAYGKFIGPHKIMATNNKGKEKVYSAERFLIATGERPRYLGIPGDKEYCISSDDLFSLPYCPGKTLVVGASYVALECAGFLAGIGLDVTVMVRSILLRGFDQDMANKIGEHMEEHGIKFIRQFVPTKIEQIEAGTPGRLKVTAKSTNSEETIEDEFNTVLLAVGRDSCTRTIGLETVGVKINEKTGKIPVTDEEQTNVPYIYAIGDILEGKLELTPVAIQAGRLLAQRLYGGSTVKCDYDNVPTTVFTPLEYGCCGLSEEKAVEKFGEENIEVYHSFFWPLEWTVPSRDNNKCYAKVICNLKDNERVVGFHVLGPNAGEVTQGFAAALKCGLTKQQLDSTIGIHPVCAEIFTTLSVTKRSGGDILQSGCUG
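Rat TrxR1, dispensed at 90 nM, was prereduced with 400 uM NADPH (final) for 5 min at ~22 deg C, then incubated with compound 15 min before 400 uM selenite. A first-read NADPH fluorescence drop versus no-compound background flagged substrates.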
Pin1 inhibitor = inhibitors of human Pin1; Q13526; Pin1 FP peptide displacement, HiFluor488, 10 min; Potency, µM (series often up to 115 µM), for inactives: top-dose activity, negative = inhibition, hits mostly inhibitors; 0.009% of 390,000 active; AID 504891; active = well fitted inhibition curve with a large enough effect in the polarisation, with a control signal flat, not every such curve was filed as active; inconclusive = small, poorly fitted or top-dose-only effect, or effect the other way, or a change in a side signal; inactive = no such curve, though single readings can be large or run the other way; the % refers to the polarisation; note: potency is the fitted concentration of half-maximal effect; % is set by controls: 0 for no effect and ±100 for the full control effect
Target sequence (Q13526 whole entry, looked up): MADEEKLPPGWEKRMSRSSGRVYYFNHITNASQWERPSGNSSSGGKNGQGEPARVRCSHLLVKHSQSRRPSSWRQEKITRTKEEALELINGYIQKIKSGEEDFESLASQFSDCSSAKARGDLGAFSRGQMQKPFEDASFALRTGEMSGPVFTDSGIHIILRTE
D2 antagonist = antagonizes the human D2 dopamine receptor; P14416; HEK293 TREx D2 cells, calcium flux, dopamine EC80; inhibition, % at 10 µM; 2% of 340,000 active; AID 485344; in the data active = inhibition above about 30%; note: 0% is about no effect
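Cells plated overnight at 30 C with tetracycline; no-wash calcium dye, 30–90 min RT; 10 s baseline; compound pinned; 180 s read; EC80 dopamine added; another 180 s read.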
rTrxR1 inhibitor = inhibitors of rat thioredoxin reductase 1. O89049. recombinant rTrxR1, NADPH fluorescence consumption, selenite substrate. Potency, µM (highest dose often 114 µM), without a hit: at the top dose activity change, negative = inhibition, hits mostly inhibitors. 1% of 390,000 active. AID 588453; note: potency is the fitted concentration of half-maximal effect; % is set by controls: 0 for no effect and ±100 for the full control effect; nearly all actives have a fitted effect of over 65% in size
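Rat TrxR1 (90 nM in the dispensed reagent) was pre-reduced with 400 uM NADPH for 5 min at room temperature, then incubated with compound for 15 min. After 400 uM selenite was added, NADPH fluorescence (Ex 340/Em 450 nm) was followed for 8 min.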
IDH1 R132H inh = inhibitors of human mutant IDH1 R132H; AID 602179; IDH1-R132H enzyme, NADPH consumption, diaphorase/resazurin fluorescence; 0.093% of 390,000 active; Potency, µM (doses to about 76.6 µM), for the others: at the highest dose activity change, negative = inhibition, most hits filed as inhibitors; note: potency is the fitted concentration of half-maximal effect; % is set by controls: 0 for no effect and ±100 for the full control effect; nearly all actives have a fitted effect of over 65% in size
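IDH1-R132H (0.5 ug/mL dispensed) in pH 7.5 Tris buffer was preincubated 30 min with compound, then given a substrate mix of 0.016 mM NADPH and 2 mM alpha-KG for 80 min at room temperature; remaining NADPH was read by diaphorase/resazurin fluorescence.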
USP1 inh = USP1/UAF1 (human) deubiquitinase inhibition | O94782 | recombinant USP1/UAF1, Ub-Rhodamine cleavage fluorescence | Potency, µM (titrated, usually from 57.1 µM), without a hit: top-dose activity change, negative = inhibition, actives largely listed as inhibitors | 0.23% of 390,000 active; note: potency is the fitted concentration of half-maximal effect; % is set by controls: 0 for no effect and ±100 for the full control effect; nearly all actives have a fitted effect of over 60% in size; inactives centre near -12
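Step one: compound is pinned into 1nM USP1/UAF1 in HEPES pH 7.8 buffer with TCEP. Step two: 15 min room-temperature incubation. Step three: Ub-Rho (150nM final) starts cleavage, tracked by fluorescence over six one-minute reads.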
D2 ag = D2 dopamine receptor (human) agonism. AID 485358. HEK293 T-REx D2 cells, calcium flux agonist mode. activation, % at 2 µM. 0.53% of 340,000 active;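 active = activation over 3 SD above normal in the single-dose calcium agonist read, cut at about 30% in these data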; note: 0% is about no effect
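HEK293 Trex D2 cells, tetracycline-induced, o/n 30 C 5% CO2; no-wash Ca dye, RT 30–90 min; 10-cycle baseline, 23 nl cpd added, kinetic Ca read 180 s; agonist hits = positive Ca response.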
An asterisk follows results filed as active; ? = inconclusive; . = no result given; & = joins results of further samples; [ ] = remark or other dose. Unless noted, calls come from the whole dose curve; as a rule, active = well fitted inhibition curve with a large enough effect; inconclusive = small, poorly fitted or top-dose-only effect; inactive = no such curve, though single readings can be large or run the other way.

SMILES	TRHR agonist	TRHR enhancer	TrxR1 substrate	Pin1 inhibitor	D2 antagonist	rTrxR1 inhibitor	IDH1 R132H inh	USP1 inh	D2 ag
O=S(=O)(NCc1ccc(C(F)(F)F)cc1)c1ccc(-n2cnnn2)cc1	-0.2	-12	0%	?	-10	27%	-2%	-11%	0.1
COc1ccccc1CCC(=O)N1CCC(n2nccc2NC(=O)C2CCOC2)CC1 (configuration not stated)	0.0	2	-13%	-2%	-1	-18%	14%	-5%	1.1
COc1cc(C=O)c(Br)cc1OCC(=O)NCc1ccccc1	-0.6	4	-2%	-4%	-4	9%	3%	2%	-1.4
CC1(OC(=O)CCc2ccccc2)C(=O)C=C2C=C(c3ccc(C#N)cc3)N(C3CC3)C=C2C1=O (configuration not stated)	0.4	4	-21%[57.1 µM]	9%	.	-8%[57.1 µM]	11%	?	.
O=C(NN=C1C2CC3CC(C2)CC1C3)c1cc(Cl)ccc1O	0.4	-2	71%[activator][57.1 µM]	2%	4	14%[57.1 µM]	-4%	8%	2.1
NC(CC(=O)OC1CCCCC1)C(=O)OC1CCCCC1 (configuration not stated)	0.0	6	1%	8%	16	-1%	4%	-11%	0.2
CC(C)[C@H](NC(=O)[C@@H]1CSC2c3ccccc3C(=O)N21)C(=O)NCc1ccco1 (some centres not stated)	-0.6	-11	4%	-14%	-3	-9%	-5%	-23%	-0.3
CCCC(=O)Nc1nnc(C2CCCO2)s1 (configuration not stated)	0.8	0	8%[57.1 µM]	-1%	-1	13%[57.1 µM]	8%	-2%	-0.4
Cc1nnc(SC(C)C)n(N)c1=O	0.8	-10	4%[57.1 µM]	3%	-11	35%[57.1 µM]	6%	-14%	0.2
COc1cc(OC)cc(-c2sc3ccc(OC)cc3c2C#CCCO)c1	-0.4	7	16%	-6%	-4	3%	6%	?	0.5
O=C(CCCc1ccccc1)Nc1nncs1	0.3	2	0%	-1%	.	3%	5%	-19%	.
O=C(COC(=O)c1ccccc1SCC(=O)NC1CCCCC1)NC1CCCCC1	0.2	-4	-11%	7%	-1	-13%	-1%	-4%	-0.6
CCN=C1S/C(=C\c2ccc(OC)c(OCC)c2)C(=O)N1CC	-0.9	3	.	.	-4	.	.	.	-0.3
CCCCOc1ccc(C(C)NC(=O)CN2C(=O)CSc3ccc(S(=O)(=O)N4CCOCC4)cc32)cc1 (configuration not stated)	-0.4	8	-4%[57.1 µM]	1%	.	10%[57.1 µM]	-12%	-5%	0.3
COc1ccc(C(CC(=O)N2CCCC2)c2c(OC)cc(OC)c3c(-c4ccccc4)cc(=O)oc23)cc1 (configuration not stated)	-0.2	5	10%&-2%[57.1 µM]	?	7	2%	-22%	-39%	-0.1
CCCCOc1ccc(C(O)C(CN2CCOCC2)c2ccccc2)cc1 (configuration not stated)	0.2	-3	-2%	-7%	-19	18%	8%	-22%	1.1
CCCC1=Nc2cc(C(=O)NC3CCCCC3)ccc2Sc2ccc(C)cc21	0.2	-2	-5%[57.1 µM]	5%	.	3%[57.1 µM]	37%[activator]	-9%	0.0
Cc1ccc(C2CC(c3cccs3)=NN2C(=O)CSC2=NN3CCCC(=O)N=C3S2)cc1 (configuration not stated)	-0.2	2	0%[57.1 µM]	18%	1	-16%[57.1 µM]	4%	-11%	-0.9
O=C(Cn1ccc(NC(=O)OCc2ccccc2)nc1=O)NCc1nc2ccccc2[nH]1	-0.1	-4	5%	1%	3	6%	-9%	-20%	-0.3
C/C=C(\C)C(=O)OC(C)(C)[C@@H]1Cc2cc3ccc(=O)oc3cc2O1	-0.2	7	48%[activator][57.1 µM]	-1%	12	0%[57.1 µM]	10%	-11%	0.5
Cc1ccc(NS(=O)(=O)c2ccc(CCC(=O)NCCO)cc2)cc1	0.1	0	-9%	3%	9	-3%	-5%	3%	1.4
COc1ccc(N(C(=O)c2ccccc2C)S(=O)(=O)c2ccc(C)cc2)cc1	0.3	29	-2%	15%	.	11%	-1%	?	0.1
COC(=O)Cn1c(=NC(=O)C(C)(C)C)sc2c(C)cc(C)cc21	-0.2	0	-7%[57.1 µM]	8%	18	-10%[57.1 µM]	-1%	-2%	-0.2
O=C(c1ccco1)N1CCN(c2ccc([N+](=O)[O-])cn2)CC1	.	.	-5%	-11%	.	?	0%	-17%	.
CCC(=O)N1N=C(c2ccc(C)o2)CC1c1ccc(OC)cc1 (configuration not stated)	-0.7	-2	7%	8%	-10	7%	21%	-8%	-0.3
COc1ccc(/C=C/C(=O)OCC(=O)N2CCCC2)c(OC)c1	-0.3	3	-2%	2%	.	1%	1%	-13%	.
CC1CCCN(CCCNC(=O)c2cc3c(Cl)nc4ccccc4c3s2)C1 (configuration not stated)	2.0&0.4	-11&7	7%&4%	5%&1%	9	25%&13%	10%&1%	-18%&-20%	1.5&0.0
O=C1COc2ccc(C(=O)COc3ccc([N+](=O)[O-])cc3)cc2N1	-0.5	4	0%	1%	-5	20%	30%[activator]	-11%	-1.5
CCOC(=O)c1ccc(CN(Cc2ccc(Cl)cc2Cl)S(=O)(=O)c2ccc(F)c(C)c2)cc1	4.0	-6	6%[57.1 µM]	-1%	.	18%[57.1 µM]	17%	-5%	0.1
COc1cc2c3nnc(-c4ccc(F)cc4)c-3cn(Cc3ccccc3F)c2cc1OC	-0.2	7	-1%	?	-13	16%	0%	1%	-0.6
COc1ccc(-c2c(NC(=O)CC(C)C)n(C)c3ccccc3c2=O)cc1OC	-1.3	0	-10%	-1%	3	8%	2%	-11%	-0.2
Cc1[nH]nc(SCC(=O)N2CCC(C)CC2)c1[N+](=O)[O-]	0.1	0	10%[57.1 µM]	-12%	-5	11%[57.1 µM]	-11%	-17%	0.2
CN1CCN(C(=O)C2C3C=CC(C3)C2C(=O)O)CC1 (configuration not stated)	0.0	13	9%	?	-7	5%	0%	-4%	0.5
Cc1ccc(CSc2nc3cccnc3n2Cc2ccc(C(=O)NCCc3cccs3)cc2)cc1	3.3	-4	23%	39%[activator]	.	22%	8%	-12%	11
COCCn1c(SCC(=O)N2CCC(C)CC2)nc2c([nH]c3ccccc32)c1=O	-0.4	-2	11%	?	7	17%	1%	-22%	-1.3
COc1ccc(Nc2oc(-c3cccs3)nc2C#N)cc1	-0.6	-6	20%[57.1 µM]	1%	-8	7%[57.1 µM]	0%	2%	0.4
O=[N+]([O-])/C(=C\Nc1ccc(F)cc1F)S(=O)(=O)c1ccccc1	0.7	-4	7%	.	0	?	-3%	-11%	0.3
COC(=O)c1ccc(NCN2C(=O)C3C4CCC(C4)C3C2=O)cc1 (configuration not stated)	-0.5	-5	9%	2%	-28	17%	26%	-21%	2.2
Cc1ccc(S(=O)(=O)NCCC(=O)Nc2ccc(C)cc2C(=O)c2ccccc2)cc1	-0.5	-2	2%[57.1 µM]	-7%	18	0%[57.1 µM]	5%	-16%	-0.6
COCCn1c(SCC(=O)Nc2cc(C)on2)nnc1-c1ccco1	0.6	-7	-5%	-3%	18	-19%	5%	-9%	1.2
O=C(NCc1ccc2c(c1)OCO2)C1CC(=O)N(C2CCCCCC2)C1 (configuration not stated)	-0.9	0	19%	-4%	3	40%[activator]	0%	7%	0.5
COc1ccc2nc(SCC(=O)O)nc(C)c2c1	-0.1	2	111%[activator]	2%	7	-4%	2%	-1%	-1.4
O=C(CC1SC(N2CCCC2)=NC1=O)Nc1ccc(C(=O)NCCc2ccc(F)cc2)cc1 (configuration not stated)	-0.2	33*	-6%	-6%	-4	-3%	4%	-6%	0.1
Cc1ccc(S(=O)(=O)n2cc(-c3ccccc3)c3ccccc32)cc1	0.4	1	6%[57.1 µM]	5%	.	14%[57.1 µM]	-11%	-33%	.
O=[N+]([O-])c1ccc(OCCCCCN2CCOCC2)cc1	0.0	-3	-4%	-9%	-11	8%	-1%	-16%	0.6
COc1ccc(-c2noc(CN3C(=O)c4ccccc4C3=O)n2)cc1	-0.3	-2	-11%	4%	1	-11%	4%	-26%	0.0

7 entries from above, arranged by heavy-atom count, rising.
SMILES	TRHR agonist	TRHR enhancer	TrxR1 substrate	Pin1 inhibitor	D2 antagonist	rTrxR1 inhibitor	IDH1 R132H inh	USP1 inh	D2 ag
COc1ccc2nc(SCC(=O)O)nc(C)c2c1	-0.1	2	111%[activator]	2%	7	-4%	2%	-1%	-1.4
O=[N+]([O-])c1ccc(OCCCCCN2CCOCC2)cc1	0.0	-3	-4%	-9%	-11	8%	-1%	-16%	0.6
O=[N+]([O-])/C(=C\Nc1ccc(F)cc1F)S(=O)(=O)c1ccccc1	0.7	-4	7%	.	0	?	-3%	-11%	0.3
COC(=O)c1ccc(NCN2C(=O)C3C4CCC(C4)C3C2=O)cc1 (configuration not stated)	-0.5	-5	9%	2%	-28	17%	26%	-21%	2.2
COCCn1c(SCC(=O)Nc2cc(C)on2)nnc1-c1ccco1	0.6	-7	-5%	-3%	18	-19%	5%	-9%	1.2
O=C(NCc1ccc2c(c1)OCO2)C1CC(=O)N(C2CCCCCC2)C1 (configuration not stated)	-0.9	0	19%	-4%	3	40%[activator]	0%	7%	0.5
Cc1ccc(S(=O)(=O)NCCC(=O)Nc2ccc(C)cc2C(=O)c2ccccc2)cc1	-0.5	-2	2%[57.1 µM]	-7%	18	0%[57.1 µM]	5%	-16%	-0.6

Screening data from PubChem BioAssay.

A portion of the library; the hit share may differ from the screen's.
